Source: PubChem BioAssay
PV pol inh = inhibitors of poliovirus RNA polymerase binding and polymerization. P03300. poliovirus polymerase elongation, fluorescence polarization; active compounds read low. % elongation, % (compound at 16.7 µg/mL). hit rate 0.66% among 150,000. AID 588519; in the data active = % elongation below about 90%; note: some results filed as inactive read as strong as hits
Target sequence (P03300 1749-2209 limits assumed): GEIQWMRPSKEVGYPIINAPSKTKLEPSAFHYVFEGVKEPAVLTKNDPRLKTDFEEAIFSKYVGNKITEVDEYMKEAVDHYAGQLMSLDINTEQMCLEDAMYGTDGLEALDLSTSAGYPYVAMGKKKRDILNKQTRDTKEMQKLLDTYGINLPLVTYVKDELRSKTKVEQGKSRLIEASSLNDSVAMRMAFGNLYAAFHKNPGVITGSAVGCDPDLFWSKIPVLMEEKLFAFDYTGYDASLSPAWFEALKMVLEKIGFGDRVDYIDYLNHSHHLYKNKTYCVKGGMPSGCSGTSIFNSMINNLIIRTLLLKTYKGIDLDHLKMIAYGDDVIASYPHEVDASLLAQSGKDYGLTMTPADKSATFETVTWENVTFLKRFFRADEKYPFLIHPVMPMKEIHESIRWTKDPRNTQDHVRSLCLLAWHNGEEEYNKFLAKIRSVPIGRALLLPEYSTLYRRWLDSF
PV pol inh FP z-score = recorded beside PV pol inh, whose call it bears; z-score; measured here: FP z-score; hits read low
The depositor's hits bear a star. This is a subset; count on the stated rates, not on these rows.

Below each SMILES: PV pol inh FP z-score | PV pol inh
> COc1ccc(/C=C/C(=O)OCC(=O)NC2CCCC(C)C2C)cc1 (stereo not drawn)
→ -0.6 | 100
> CCN(CC)S(=O)(=O)c1ccc(N2CCCCS2(=O)=O)cc1
→ -0.2 | 104
> O=C(NCc1ccco1)c1ccc2c(c1)S(=O)(=O)N=C1CCCCCN12
→ 0 | 103
> O=C(COc1ccc(S(=O)(=O)N2CCCc3ccccc32)cc1)NCC1CCCO1 (stereo not drawn)
→ -2.1 | 97
> O=C(Nc1ccc(Br)c(C(F)(F)F)c1)c1ccc(CN2C(=O)c3ccccc3C2=O)o1
→ 0.9 | 107
> O=S(=O)(c1cc(Cl)ccc1Cl)n1ccc(-c2ccc(Br)s2)n1
→ -0.3 | 102
> CCN1CCN(C(=O)N(CC)CC)CC1
→ 0.9 | 104
> Cc1ccc(C(=O)O)cc1NC(=O)c1nsc2ccccc12
→ -0.5 | 106
> Nc1nc(SC23CC4CC(CC(C4)C2)C3)ns1
→ 0.1 | 102
> CCOC(=O)c1c(C)[nH]c(C)c1S(=O)(=O)N1CCC(C(=O)NCc2cccc(C)c2)CC1
→ -0.2 | 103
> CC(C)NC(=S)N1CCC(Cc2ccccc2)CC1
→ 0 | 104
> CCCN1CCN(CCNS(=O)(=O)c2ccc(-c3cc(C(F)(F)F)no3)s2)CC1
→ 1.2 | 103
> CC1=C(C)C(=O)N(CCC(=O)O)C1=O
→ -0.1 | 100
> CCCn1cnc2c1c(=O)n(C)c(=O)n2C
→ -0.2 | 101
> Cc1cc(C)cc(OCc2nc3cc(S(=O)(=O)N4CCOCC4)ccc3n2CC2CCCO2)c1 (stereo not drawn)
→ 0.7 | 109
> c1cc(CNc2ccc3c(c2)CCC3)ccn1
→ 0 | 100
> CC(=O)Nc1cccc(/C(C)=N/NC(=S)NCC2CCCO2)c1 (stereo not drawn)
→ 0.2 | 102
> COc1cc(/C=N/NS(=O)(=O)c2cc(C)ccc2C)cc(OC)c1O
→ 0.3 | 104
> CCCCS(=O)(=O)N(O)c1ccc(Cl)cc1
→ -1.8 | 98
> CC(C)CCNc1nc2c(S(=O)(=O)c3ccc(Br)cc3)nnn2c2ccsc12
→ 0.5 | 110

Given with bars between the fields: entries from further up
molecule | PV pol inh FP z-score | PV pol inh
CC(=O)Nc1cccc(/C(C)=N/NC(=S)NCC2CCCO2)c1 (stereo not drawn) | 0.2 | 102
CC1=C(C)C(=O)N(CCC(=O)O)C1=O | -0.1 | 100

Further entries:
Below each SMILES: PV pol inh FP z-score | PV pol inh
> O=C(Cn1c2ccccc2c2cn[nH]c(=O)c21)N1CCC2(CC1)OCCO2
→ 1.2 | 105
> O=C(NCCc1ccccc1)c1ccc2c(c1)N(Cc1ccccc1)CCS2
→ -0.2 | 100
> N#CCCN(Cc1ccccc1)C(=S)Nc1ccccc1
→ -0.3 | 100
> Cc1cc2cc3c(cc2nc1SCC(=O)N1CCCC1)OCCO3
→ -0.4 | 99
> Cc1c(C(=O)O)oc2ccc(S(=O)(=O)NC3CCCCC3C)cc12 (stereo not drawn)
→ 0.4 | 103
> CCOc1ccccc1NS(=O)(=O)c1ccc2[nH]c3c(c2c1)CCCCC3
→ -0.5 | 106
> O=C(Cc1ccccc1)OCC1CCCN2CCCCC12 (stereo not drawn)
→ -0.1 | 102
> N#Cc1nc(-c2ccc(COc3ccc(Cl)cc3)o2)oc1N1CCN(c2ccccc2)CC1
→ -1.1 | 102
> NC(=O)c1ccccc1NC(=O)Nc1ccccc1
→ 0.9 | 103
> O=C(CSc1nc2c([nH]c3ccccc32)c(=O)n1-c1ccccc1)Nc1ccc(Cl)c(Cl)c1
→ -0.1 | 107
> Cc1ccc(-n2cc(C(=O)OCc3ccc(Cl)cc3)c3ccccc3c2=O)cc1
→ -0.8 | 104
> O=C1NC(=O)N(c2ccccc2F)C(=O)/C1=C/c1cn(CC(=O)N2CCCC2)c2ccccc12
→ 0.5 | 104
> CC1(C)CC(=O)C(C(=O)/C=C/c2ccco2)C(=O)C1
→ 0.5 | 104
> CCOC(=O)c1ccc(NC(=O)CN(Cc2ccc(C)cc2)S(=O)(=O)c2ccc(C)cc2)cc1
→ 0.3 | 106
> Cc1ccc(NC(=O)N(Cc2ccc3c(c2)OCO3)C2CCN(Cc3ccccc3)CC2)cc1C
→ -0.7 | 105
> Cc1cccc(NC(=O)c2ccc(C(=O)Nc3cccc(C)c3C)cc2)c1C
→ 0.3 | 106
> CC1=NN(c2ccccc2)C(=O)/C1=C\c1ccc(N(C)C)cc1
→ 0.9 | 105
> COc1ccc2c(c1)CC/C(=C\c1cccn1C)C2=O
→ -0.1 | 99
> CN(C(=O)c1ccc2c(c1)C(=O)N(CCC1=CCCCC1)C2=O)C1CCCCC1
→ -0.7 | 100
> COC(=O)CCc1ccc(/C=C/C(=O)O)o1
→ -0.2 | 100

Reprinted from the entries so far (6 entries):
Below each SMILES: PV pol inh FP z-score | PV pol inh
> Cc1ccc(NC(=O)N(Cc2ccc3c(c2)OCO3)C2CCN(Cc3ccccc3)CC2)cc1C
→ -0.7 | 105
> Cc1cccc(NC(=O)c2ccc(C(=O)Nc3cccc(C)c3C)cc2)c1C
→ 0.3 | 106
> CC1=NN(c2ccccc2)C(=O)/C1=C\c1ccc(N(C)C)cc1
→ 0.9 | 105
> COc1ccc2c(c1)CC/C(=C\c1cccn1C)C2=O
→ -0.1 | 99
> CN(C(=O)c1ccc2c(c1)C(=O)N(CCC1=CCCCC1)C2=O)C1CCCCC1
→ -0.7 | 100
> COC(=O)CCc1ccc(/C=C/C(=O)O)o1
→ -0.2 | 100

Later entries:
Below each SMILES: PV pol inh FP z-score | PV pol inh
> Cc1cccc2c(=O)n(CCNCc3ccccc3)c(C)nc12
→ 0.9 | 111
> CN1CCN(C(=O)c2cnn(-c3cccc(F)c3)c2C2CCN(C(=O)OC(C)(C)C)CC2)CC1
→ -1.2 | 100
> COc1cccc(-c2nnc(SCC(=O)N3CC(C)OC(C)C3)n2C)c1 (stereo not drawn)
→ 0.7 | 107
> Cc1oc(-c2ccc(C(=O)NCc3ccc(F)cc3)cc2)nc1CS(=O)c1ccccc1 (stereo not drawn)
→ 0 | 107
> CC(=O)Nc1ccc(NC(=O)Cc2ccccc2)cc1
→ 0.6 | 104
> COc1cccc(C(=O)CN2C3=NCCN3c3ccccc32)c1
→ -0.6 | 98
> COc1cccc(C2c3c(oc4ccc(C)cc4c3=O)C(=O)N2CCCN2CCOCC2)c1OC (stereo not drawn)
→ 0.9 | 111
> CCCN1CCCc2cc(CN(CCCN3CCOCC3)C(=O)Nc3ccc(OCC)cc3)ccc21
→ -0.7 | 102
> CSc1nc2nc(N)nc(N)c2s1
→ 0.2 | 103
> Cc1cc(C(=O)CSc2nnc(-c3sc4ccccc4c3Cl)o2)c(C)n1C1CC1
→ -0.5 | 97
> NC(=O)c1oc2ccccc2c1NC(=O)CS(=O)(=O)c1ccccc1
→ 0.7 | 104
> O=C(Nc1ccccc1)c1ccccc1OCc1nnc(-c2cccs2)o1
→ 0 | 103
> O=C(Nc1ccc(N2CCCCC2)cc1)C1CCCCC1
→ 0.2 | 102
> NC(=O)Cn1nnnc1-c1ccccc1N
→ 0.5 | 103
> Cc1ccc(N2C(=O)CC(N3CCc4ccccc43)C2=O)cc1Cl (stereo not drawn)
→ 0.1 | 101
> N#Cc1ccccc1CSc1nnc(-c2cccs2)n1Cc1ccccc1
→ 0.1 | 104
> CN(Cc1ccccc1)S(=O)(=O)C1CCS(=O)(=O)C1 (stereo not drawn)
→ 0.1 | 102
> CN(C)C(=O)Cn1c2[n+](c3ccccc31)CC(O)CS2 (stereo not drawn)
→ -0.1 | 101
> Cc1cc(C(=O)OCC(=O)N2CCCC2)c2ccccc2n1
→ -1.5 | 99
> C[N+]1(C2CCCCC2)Cc2ccccc2C1
→ -1.1 | 97

(next part)
Below each SMILES: PV pol inh FP z-score | PV pol inh
> COc1ccc(CCNS(=O)(=O)c2cc(C(=O)O)ccc2Cl)cc1OC
→ -0.5 | 100
> CC1=C(C(=O)Nc2ccccc2C)C(c2ccccc2O)NC(=S)N1 (stereo not drawn)
→ 0.2 | 103
> COc1ccc(CNC(=O)CN(c2ccc(C)cc2)S(=O)(=O)c2c(C)n[nH]c2C)cc1
→ 0.4 | 109
> O=C(COc1ncnc2ccccc12)N1CCc2ccccc21
→ -0.2 | 101
> O=C(Nc1cc2ccccc2s1)NC1CCN(Cc2ccccc2)CC1
→ -0.1 | 102
> Cc1ncsc1C(=O)OC(C#N)c1cccc(Oc2ccccc2)c1 (stereo not drawn)
→ 0 | 103
> CC(NCc1cccs1)c1ccccc1 (stereo not drawn)
→ 0.7 | 104
> CCC1=C(c2ccc(C)cc2)S(=O)(=O)N=C1N1CCC(C(=O)Nc2ccccc2F)CC1
→ -0.2 | 103
> CCCCC(=O)Nc1ccc(C(=O)Nc2cccnc2)cc1
→ 0.1 | 100
> Clc1ccccc1Cn1c(C2CCCO2)nc2ccccc21 (stereo not drawn)
→ -0.1 | 101
> C/C(=N\N1CCN(C)CC1)c1ccc(OC(F)F)cc1
→ -0.1 | 100
> O=C(c1cc(-c2ccccc2)c(N2CCOCC2)s1)N1CCC2(CC1)OCCO2
→ -1.1 | 98
> O=C1CC(N(O)c2ccccc2)C(=O)N1c1ccc(N2CCOCC2)cc1 (stereo not drawn)
→ 0.3 | 103
> CN(C)c1ccc(C2NN(Cc3ccccc3)C3C(=O)N(C4CCCCC4)C(=O)C23)cc1 (stereo not drawn)
→ 0.5 | 101
> COc1cccc(CNC(=O)Cn2nc3c(cc2=O)CCCC3)c1OC
→ -1.9 | 99
> CCOc1ccc(-n2c(Cc3ccccc3)nnc2SCc2nc(-c3ccccc3OC)no2)cc1
→ 0.8 | 110
> O=C(CNC(=S)N1CC2CC(C1)c1cccc(=O)n1C2)NCc1ccccc1 (stereo not drawn)
→ -0.1 | 100
> CCNc1nc2[nH]c(=O)c3c(c2s1)OC(N)=C(C#N)C3c1cccs1 (stereo not drawn)
→ 0.5 | 103
> COC(=O)c1cccc(Nc2c(-c3ccc(O)c(OC)c3)nc3nc[nH]n23)c1
→ -1.3 | 98
> COc1ccc(CCCc2nnc(SC(C)C(=O)Nc3nccs3)n2C)cc1 (stereo not drawn)
→ 0.5 | 103

More results:
Below each SMILES: PV pol inh FP z-score | PV pol inh
> CC(C)c1nn2c(=O)cc(COC(=O)c3ccccc3NC(=O)c3ccco3)nc2s1
→ 0.1 | 101
> CC1CN(c2ccc(N)cc2)CC(C)O1 (stereo not drawn)
→ -1 | 99
> Cc1ccc(CN2C(=O)CN(C3CCCCCC3)C(=O)C2c2ccc(F)cc2)cc1 (stereo not drawn)
→ -0.6 | 105
> COc1ccc(CNC(=O)Cc2csc3ccccc23)cc1OC
→ -0.4 | 106
> O=C1Cc2cc(NS(=O)(=O)c3ccccc3)cc3c2N1CCC3
→ 1 | 105
> COc1ccccc1CNC(=O)CSc1ncc2c(n1)-c1ccccc1N(Cc1ccc(C)cc1)S2(=O)=O
→ -0.5 | 104
> COc1ccc(NC(=O)CCS(=O)(=O)c2cc(Br)cc3c2N(C(C)=O)CC3)c(OC)c1
→ -0.4 | 100
> COCCNC(=O)c1c(NC(=O)Cc2coc3cc(C)ccc23)sc2c1CCCC2
→ 0.3 | 119
> CC(C)Nc1nc(NC(N)=O)nc(NC(C)C)n1
→ 0.3 | 102
> Cc1cccc(-c2noc(-c3ccc(N4CCN(C)CC4)c([N+](=O)[O-])c3)n2)c1
→ 0.3 | 109
> O=C(/C=C/c1cccs1)OCC(=O)N1CCN(C(=O)c2ccco2)CC1
→ 0.6 | 107
> COc1ccc(NC(=O)c2c3c(nc4ccccc24)CCCC3)cc1
→ 0.4 | 104
> CCOC(=O)c1cnc(N2CCCCC2)nc1C1CCN(C(=O)OC(C)(C)C)CC1
→ -0.3 | 100
> OCc1sc2ccccc2c1Cl
→ -0.6 | 100
> CCN1CCc2c(sc3[nH]c(=S)[nH]c(=S)c23)C1
→ -1.4 | 92
> Cc1ccc(NC(=O)CN(C)S(=O)(=O)c2ccc3c(c2)n(C)c(=O)c(=O)n3C)cc1C
→ -1.7 | 99
> O=C(O)c1ccc(NN=C2CCCCCC2)cc1
→ -1.2 | 94
> COc1ccc(-c2nn(-c3ccccc3)cc2C(=O)N(C)C)cc1OC
→ 0.1 | 101
> N#Cc1ccccc1NC(=O)c1cc2c(=O)n3ccccc3nc2s1
→ -1 | 100
> O=C(Nc1cccc(Br)c1)Nc1nc2c(s1)CCCCCC2
→ -0.2 | 106

Later entries.
Below each SMILES: PV pol inh FP z-score | PV pol inh
> CCOC(=O)N1CCC(N=C2NS(=O)(=O)C(c3ccc(C)cc3)=C2C)CC1
→ -1 | 100
> Cn1cccc1/C=C1\CC(C(C)(C)C)C/C(=C\c2cccn2C)C1=O (stereo not drawn)
→ -5.8 | 71
> Cc1ccc(NC(=O)COC(=O)C2=NC=CN3CCS(=O)(=O)N=C23)cc1
→ 0.3 | 104
> Cn1ncc(C(=O)O/N=C/c2ccc(OC(F)(F)F)cc2)c1-n1cccc1
→ 0.2 | 102
> O=C(CSc1ccccc1)N1CCc2ccccc2C1
→ -0.3 | 100
> CCCNC(=O)C(=O)NCC(c1ccc2c(c1)OCO2)N1CCOCC1 (stereo not drawn)
→ -0.6 | 99
> CCC(C)(C)NC(=O)Cn1c(C)csc1=O
→ 0 | 103
> Cc1ccc(C)c(C(=O)COC(=O)c2cccc(C(=O)OCC(=O)c3cc(C)ccc3C)n2)c1
→ -0.1 | 101
> O=C(c1cnc2cc(-c3ccccc3)nn2c1)c1cc([N+](=O)[O-])ccc1O
→ -1 | 101
> N#C/C(=C(/O)c1cccc(Cl)c1)c1nc2ccccc2s1
→ 0.1 | 101
> Cc1nn2c(=O)cc(COC(=O)C(c3ccccc3)c3ccccc3)nc2s1
→ -0.9 | 101
> CCOC(=O)c1c(C)[nH]c(C)c1S(=O)(=O)NCC(=O)NCc1ccccc1Cl
→ -0.5 | 99
> COc1ccc(NC(=O)CCN2CCOCC2)cc1
→ -1.1 | 98
> COc1ccc(-c2ccc(-c3ccccc3)o2)cc1
→ 0 | 103
> CCOC(=O)c1cc(-c2ccco2)nn1-c1ccc(C)cc1C
→ 1.6 | 118
> CC1(C)CC(=O)c2cnn(-c3nc4ccccc4[nH]3)c2C1
→ 0.2 | 101
